# FBW7 act – FBW7 E3 ligase activators, primary screen, biochemical, AlphaScreen, human; F-box/WD repeat-containing protein 7 (Homo sapiens), Q969H0; AlphaScreen FBW7–phospho-cyclin E peptide binding, activator screen; normalized activity (activation), % at 26.1 µM; 650,000 tested, 0.13% active; AID 1259310, 2017; in the data active = normalized activity above about 1.9%;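 note: purified mutant Fbw7 with reduced substrate affinity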
# MITF inh – MITF inhibitors, primary screen, biochemical, AlphaScreen, human; AlphaScreen MITF homodimerization, bead proximity signal; 650,000 tested, 0.91% active; inhibition, % at 2.6 µM; in the data active = inhibition above about 50%;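 note: 0% = vehicle wells with protein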
# Target sequence (O75030 whole entry, looked up): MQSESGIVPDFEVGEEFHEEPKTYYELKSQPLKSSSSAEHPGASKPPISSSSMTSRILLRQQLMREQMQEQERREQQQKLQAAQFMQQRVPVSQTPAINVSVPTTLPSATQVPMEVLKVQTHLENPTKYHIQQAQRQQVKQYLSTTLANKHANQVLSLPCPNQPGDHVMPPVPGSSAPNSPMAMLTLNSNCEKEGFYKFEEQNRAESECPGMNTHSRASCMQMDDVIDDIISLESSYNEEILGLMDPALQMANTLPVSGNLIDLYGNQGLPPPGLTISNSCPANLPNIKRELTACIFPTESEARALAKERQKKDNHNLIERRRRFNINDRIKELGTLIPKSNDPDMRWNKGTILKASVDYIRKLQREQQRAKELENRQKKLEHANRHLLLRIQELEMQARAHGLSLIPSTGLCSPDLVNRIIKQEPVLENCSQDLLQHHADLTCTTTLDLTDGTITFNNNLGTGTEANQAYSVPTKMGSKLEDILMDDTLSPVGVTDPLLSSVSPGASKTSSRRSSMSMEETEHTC
# TEAD-YAP block – TEAD-YAP interaction inhibition, primary screen, TEAD-YAP interaction inhibitor project, luminescence, HEK-TIYL cells | TEAD-Gal4/YAP UAS-luciferase luminescence | 640,000 tested, 1.4% active | inhibition, % at 9.12 µM; in the data active = inhibition above about 32%;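 note: 0% = median of test compound wells and 100% = reference inhibitor wells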
# GPR151 activ – activators of human GPR151, primary screen, cell-based, PathHunter beta-arrestin, luminescence; 650,000 tested, 1% active; activation, % at 11.2 µM; PathHunter beta-arrestin GPR151 cells; in the data active = activation above about 4.9%;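 note: 0% = median of compound wells and 100% = cells with positive control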
# Target sequence (Q8TDV0 whole entry, looked up): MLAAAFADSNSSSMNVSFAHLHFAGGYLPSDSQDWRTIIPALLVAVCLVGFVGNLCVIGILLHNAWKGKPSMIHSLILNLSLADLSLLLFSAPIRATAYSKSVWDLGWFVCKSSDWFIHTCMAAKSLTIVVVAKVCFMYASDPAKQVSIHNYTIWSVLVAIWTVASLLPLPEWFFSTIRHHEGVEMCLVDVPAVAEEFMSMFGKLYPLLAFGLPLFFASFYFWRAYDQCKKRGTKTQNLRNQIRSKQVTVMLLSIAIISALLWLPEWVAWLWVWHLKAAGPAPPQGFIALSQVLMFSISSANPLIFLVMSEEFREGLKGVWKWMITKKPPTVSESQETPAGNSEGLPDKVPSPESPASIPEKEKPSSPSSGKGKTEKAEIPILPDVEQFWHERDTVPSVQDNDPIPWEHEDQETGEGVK
# * marks the source's active call; other numbers are inactive results.
no.	structure	FBW7 act	MITF inh	TEAD-YAP block	GPR151 activ
1	O=C1Nc2ccc(Br)cc2C1(O)C(F)(F)F (stereo not drawn)	0.0	4	1	0.4
2	O=C(O)CNC(=O)/C(=C\c1ccc(Cl)cc1)NC(=O)c1ccccc1Br	0.0	1	-8	0.0
3	O=C(CCCN1C(=O)CCC1=O)Nc1ccc(F)c(Cl)c1	-0.2	3	20	-1.3
4	CC(=O)N/C(=C/c1ccccc1)C(=O)NCCO	0.1	-11	-6	-0.7
5	CCn1c(Cc2ccccc2)nnc1SCC(=O)Nc1ccc(N)cc1	-0.1	0	-8	-0.1
6	CCCCCNC(=O)c1ccc(Cn2c(=S)[nH]c3ccccc3c2=O)cc1	0.2	-1	-5	0.9
7	COc1ccc(Cn2c(=S)[nH]c3cc(C(=O)Nc4ccccc4OC)ccc3c2=O)cc1	-0.4	15	-8	0.9
8	O=C(O)c1ccccc1Nc1ccc2nonc2c1[N+](=O)[O-]	-0.3	0	-5	-1.3
9	CCc1cc2c(=O)n(-c3ccccc3)c(SCC(=O)O)nc2s1	0.3	15	7	0.1
10	NC(=O)c1ccc(NC(=O)C2CCCN(S(=O)(=O)c3ccccc3)C2)cc1 (stereo not drawn)	-0.9	-2	6	0.8
11	CCN(CC)S(=O)(=O)c1ccc(OC)c(NC(=O)c2ccccc2Br)c1	0.1	-7	-7	1.2
12	CCCOc1ccc([N+](=O)[O-])cc1/C=C1\SC(N)=NC1=O	0.0	0	-3	-0.3
13	O=S(=O)(NCc1ccco1)c1cccc(NS(=O)(=O)c2ccc3ccccc3c2)c1	-0.3	-1	-3	3.2
14	N#C/C(=C\c1ccc(F)cc1)C(=O)Nc1cc([N+](=O)[O-])ccc1F	-0.2	-6	5	0.2
15	CCc1nc(CN2CCCC(C(=O)Nc3cccc(-n4cnnn4)c3)C2)c(C)[nH]1 (stereo not drawn)	0.0	0	16	-0.6
16	Cc1ccc2nc3c(cc(C(N)=O)c(=N)n3Cc3cccnc3)c(=O)n2c1	0.0	10	21	3.2
17	Cc1cc(C)cc(Nc2ncnc3c2c(-c2ccccc2)cn3-c2ccc(Cl)cc2)c1	-0.2	-16	1	-0.2
18	CC(=O)c1cccc(NC(=O)CC2S/C(=N\N=C3CCCCCCC3)NC2=O)c1 (stereo not drawn)	-0.1	6	0	0.1
19	CCOc1ccc2cccc(NC(=O)Cc3cccc(OC)c3)c2n1	0.0	12	8	0.4
20	COc1ccc(N(C(=O)/C=C/c2ccc(OC)c(OC)c2)C2=CC3CCC(C2)N3C)cc1 (stereo not drawn)	1.0	9	-5	-1.6
21	Cn1cc(C=C2C(=O)OC3(CCCCC3)OC2=O)c2ccccc21	0.3	10	2	-0.6
22	CS(=O)(=O)N(CC(=O)NCc1ccccc1)c1cccc(Cl)c1	0.8	16	6	6.1*
23	N/C(=N\OS(=O)(=O)c1ccc(Cl)cc1)c1ccc([N+](=O)[O-])cc1	0.0	8	11	1.5
24	O=C(NCCCN1CCCC1=O)c1ccc2c(c1)ncn2C1CCCCC1	0.1	0	2	-0.2
25	CCCNc1ccnc(Cl)n1	0.4	19	-9	-0.3
26	c1ccc(OCCNc2nc(-c3ccc(N4CCOCC4)nc3)nc3c2ncn3-c2ccsc2)cc1	0.1	1	-2	0.1
27	CS(=O)(=O)N1CCn2c1nc1ccccc12	1.1	6	2	-1.0
28	CC(C)n1c(N2CCC(N3CCOCC3)CC2)nc2c(NC3CCN(Cc4ccccc4)CC3)ncnc21	0.1	-1	-5	-1.7
29	COc1ccc(C2C=C(c3cccs3)Nc3ncnn32)cc1 (stereo not drawn)	0.5	6	0	-0.7
30	COc1ccc(C(=O)OCC(=O)NC(=O)NC2CCCC2)c(OC)c1	0.1	11	4	2.4
31	CN(C)S(=O)(=O)Nc1ccc(-c2cn3ccsc3n2)cc1	0.8	7	-54	-1.1
32	CCOC(=O)CSc1nnc(C(F)(F)F)o1	0.3	1	3	1.0
33	CN(C)CCOC(=O)Cc1ccc(Cl)cc1	0.1	3	-12	-0.5
34	C=CCn1c(-c2ccc([N+](=O)[O-])cc2)csc1=Nc1cccc(C)c1C	0.7	9	8	-0.2
35	Cc1ccc(Nc2ccc(C(=O)O)cc2[N+](=O)[O-])c(C)c1	0.1	12	6	-1.6
36	CC(=O)Nc1ccc(C=Nc2ccc(C(=O)O)cc2)s1	0.1	13	0	0.9
37	Cc1c(C(=O)N2CCCCCC2)sc2ncnc(N3CCN(c4ccccc4F)CC3)c12	-0.5	9	-3	1.2
38	O=C(CSc1nnc(NC(=O)C2CCC2)s1)Nc1ccc(N2CCOCC2)cc1	-0.4	-7	0	-1.3
39	O=C(Nc1ccccc1Cl)NC1CC2CCC(C1)N2Cc1ccco1 (stereo not drawn)	-0.1	-3	-3	0.1
40	CCOC(=O)c1c(C)[nH]c(C(=O)C(C)Sc2nc(C)cs2)c1C (stereo not drawn)	-0.1	7	-37	-0.3
41	CC1(C)Cc2ccccc2C(NNC(=O)c2ccco2)=N1	0.0	9	5	1.1
42	Cc1oc(CC(C)C)cc1C(=O)NCCCC(=O)O	0.1	-14	5	-0.9
43	O=C(CCc1nnc(Cc2c[nH]c3ccccc23)o1)NCC1(N2CCOCC2)CCCC1	0.0	0	4	0.5
44	C=CCNC(=O)C1=CC(c2ccc(C)cc2)=NS(=O)(=O)N1C	0.3	6	2	-0.2
45	COc1cccc(C2=N/C(=C\c3coc4ccccc4c3=O)C(=O)O2)c1	0.1	19	-3	1.3
46	COc1ccc(OC)c(NC(=O)CN2C(=O)C(C)N(c3ccc(C)cc3)C2=O)c1 (stereo not drawn)	0.1	-4	3	2.3
47	O=C(CSc1nn2cnnc2s1)N1CCc2ccccc21	-0.1	4	0	0.4
48	CC(NC(=O)c1ccc(NS(C)(=O)=O)cc1)c1ccccc1 (stereo not drawn)	-0.1	-1	-6	0.1
49	Cc1ccc2nc(-c3ccncc3)c(Nc3ccc4c(c3)OCCO4)n2c1	-0.1	-10	5	1.1
50	COc1cccc2cc(C(N)=O)c(=Nc3cc(C(F)(F)F)ccc3Cl)oc12	0.1	-12	2	0.4

# (cont.)
no.	structure	FBW7 act	MITF inh	TEAD-YAP block	GPR151 activ
51	CN(Cc1ccsc1)C1CCN(c2ccc(C(=O)NCCN3CCOCC3)cc2)CC1	-0.2	-6	-5	0.0
52	COc1ccc(N(C(F)F)S(=O)(=O)c2cc([N+](=O)[O-])ccc2C)cc1	-0.1	0	-11	1.5
53	CC(=O)Nc1ccc(NC(=O)CSc2nnc(C)n2-n2cccc2)cc1	0.0	-8	2	1.0
54	CCOC(=O)c1ccc(NC(=O)/C(=C\c2ccco2)NC(=O)c2ccccc2Cl)cc1	0.8	9	9	-1.7
55	COc1ccc(NC(=O)Cn2nnc(C(=O)Nc3cc(Cl)ccc3OC)c2N)cc1	0.0	-3	21	-1.8
56	N#Cc1cc([N+](=O)[O-])ccc1Oc1ccc(S(=O)(=O)N2CCOCC2)cc1Cl	-0.2	-4	-12	1.3
57	O=C(NCCCO)/C(=C/c1ccco1)NC(=O)c1ccc(Br)o1	0.0	15	-2	-1.6
58	O=C1CN(CC(=O)Nc2cc(Cl)c(Cl)cc2Cl)CCN1	0.0	16	17	0.5
59	COc1ccc(/C=N/NC(=O)C(=O)Nc2ccccn2)cc1OC	0.3	21	2	-0.7
60	c1cnn(-c2nc(N3CCOCC3)nc(N3CCOCC3)n2)c1	0.0	2	6	1.5
61	O=C(CNC(=O)C1CCCCC1)Nc1cc(Cl)cc(Cl)c1	0.0	6	2	0.9
62	CCOC(=O)c1ccc(CN(CCc2ccc(OC)c(OC)c2)S(=O)(=O)c2ccc(C(C)C)cc2)cc1	-0.2	0	4	-0.4
63	CCNc1cc(NCCCN2CCCC2=O)ncn1	0.0	1	0	-0.7
64	Cc1ccc(N(CC(=O)NC2CCCCC2)C(=O)CCCC(=O)Nc2ccccn2)cc1	-0.1	13	-3	0.7
65	COC(=O)c1cc(NC(=O)CC2Oc3ccccc3NC2=O)cc(C(=O)OC)c1 (stereo not drawn)	0.6	6	26	0.7
66	CCc1c(C(=O)N/N=C/c2ccccc2C(=O)O)nnn1-c1nonc1N	-0.2	-5	-1	0.3
67	COc1ccc2c(CNCc3ccccc3C)c(C(=O)O)n(Cc3ccc(F)cc3)c2c1	0.2	-1	3	0.4
68	COc1nn(C)cc1C(=O)NCC(=O)NCCc1ccc(Cl)cc1	-0.2	1	-11	-2.0
69	O=C(N/N=C/c1ccccc1F)c1ccccn1	0.0	10	-2	-3.9
70	CCOc1ccccc1C(=O)Nc1ccccc1C(=O)OC	-0.1	-9	53*	1.9
71	COc1ccc(CCCC(=O)N/N=C/c2cccc(OC)c2O)cc1C	-0.2	-7	42*	-0.5
72	Cc1ccc(-n2nc3c(c2NC(=O)c2ccc4ccccc4c2)CS(=O)(=O)C3)cc1	0.1	12	2	3.0
73	CCCCOC(=O)C1=C(C)NC2=C(C(=O)CC(C)(C)C2)C1c1cccc(Br)c1 (stereo not drawn)	-0.1	-5	0	-0.2
74	O=C(O)c1ccc(-c2c(C(F)(F)F)oc3cc(O)ccc3c2=O)cc1	0.1	17	-11	2.7
75	C[C@@H]1O[C@@H](OC[C@H]2O[C@@H](Oc3cc(O)c4c(c3)O[C@H](c3ccc(O)c(O)c3)CC4=O)[C@H](O)[C@@H](O)[C@@H]2O)[C@H](O)[C@H](O)[C@H]1O	-0.1	22	3	-0.3
76	COC(=O)CNC(c1ccccc1)c1cc(Br)ccc1NC(=O)C(Cc1ccccc1)NC(=O)OCc1ccccc1 (stereo not drawn)	0.1	12	-5	-1.2
77	CCN(CC)Cc1c(O)ccc2c1O/C(=C\c1cc(OC)c(OC)c(OC)c1)C2=O	0.0	8	19	-2.3
78	CCSc1ccc(-c2ccc(OC)cc2)nn1	0.0	10	18	-7.9

# Gathered by group, the entries above with an aryl methoxy group (18)
no.	structure	FBW7 act	MITF inh	TEAD-YAP block	GPR151 activ
7	COc1ccc(Cn2c(=S)[nH]c3cc(C(=O)Nc4ccccc4OC)ccc3c2=O)cc1	-0.4	15	-8	0.9
11	CCN(CC)S(=O)(=O)c1ccc(OC)c(NC(=O)c2ccccc2Br)c1	0.1	-7	-7	1.2
19	CCOc1ccc2cccc(NC(=O)Cc3cccc(OC)c3)c2n1	0.0	12	8	0.4
20	COc1ccc(N(C(=O)/C=C/c2ccc(OC)c(OC)c2)C2=CC3CCC(C2)N3C)cc1 (stereo not drawn)	1.0	9	-5	-1.6
29	COc1ccc(C2C=C(c3cccs3)Nc3ncnn32)cc1 (stereo not drawn)	0.5	6	0	-0.7
30	COc1ccc(C(=O)OCC(=O)NC(=O)NC2CCCC2)c(OC)c1	0.1	11	4	2.4
45	COc1cccc(C2=N/C(=C\c3coc4ccccc4c3=O)C(=O)O2)c1	0.1	19	-3	1.3
46	COc1ccc(OC)c(NC(=O)CN2C(=O)C(C)N(c3ccc(C)cc3)C2=O)c1 (stereo not drawn)	0.1	-4	3	2.3
50	COc1cccc2cc(C(N)=O)c(=Nc3cc(C(F)(F)F)ccc3Cl)oc12	0.1	-12	2	0.4
52	COc1ccc(N(C(F)F)S(=O)(=O)c2cc([N+](=O)[O-])ccc2C)cc1	-0.1	0	-11	1.5
55	COc1ccc(NC(=O)Cn2nnc(C(=O)Nc3cc(Cl)ccc3OC)c2N)cc1	0.0	-3	21	-1.8
59	COc1ccc(/C=N/NC(=O)C(=O)Nc2ccccn2)cc1OC	0.3	21	2	-0.7
62	CCOC(=O)c1ccc(CN(CCc2ccc(OC)c(OC)c2)S(=O)(=O)c2ccc(C(C)C)cc2)cc1	-0.2	0	4	-0.4
67	COc1ccc2c(CNCc3ccccc3C)c(C(=O)O)n(Cc3ccc(F)cc3)c2c1	0.2	-1	3	0.4
68	COc1nn(C)cc1C(=O)NCC(=O)NCCc1ccc(Cl)cc1	-0.2	1	-11	-2.0
71	COc1ccc(CCCC(=O)N/N=C/c2cccc(OC)c2O)cc1C	-0.2	-7	42*	-0.5
77	CCN(CC)Cc1c(O)ccc2c1O/C(=C\c1cc(OC)c(OC)c(OC)c1)C2=O	0.0	8	19	-2.3
78	CCSc1ccc(-c2ccc(OC)cc2)nn1	0.0	10	18	-7.9
